Screening results: PubChem, The Scripps Research Institute Molecular Screening Center
TEAD-YAP inh – TEAD-YAP interaction inhibition | 640,000 compounds, 1.4% hits | inhibition, % at 9.12 µM | HEK-TIYL cells, TEAD-Gal4/YAP UAS-luciferase luminescence | AID 1259422; in the data active = inhibition above about 32%;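 note: 0% = median of test compound wells and 100% = reference inhibitor wells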
GPR151 activ – activators of human GPR151; Q8TDV0; PathHunter beta-arrestin GPR151 cells, luminescence; activation, % at 11.2 µM; 650,000 compounds, 1% hits; AID 1508602; in the data active = activation above about 4.9%;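 note: 0% = median of compound wells and 100% = cells with positive control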
Target sequence (Q8TDV0 whole entry, looked up): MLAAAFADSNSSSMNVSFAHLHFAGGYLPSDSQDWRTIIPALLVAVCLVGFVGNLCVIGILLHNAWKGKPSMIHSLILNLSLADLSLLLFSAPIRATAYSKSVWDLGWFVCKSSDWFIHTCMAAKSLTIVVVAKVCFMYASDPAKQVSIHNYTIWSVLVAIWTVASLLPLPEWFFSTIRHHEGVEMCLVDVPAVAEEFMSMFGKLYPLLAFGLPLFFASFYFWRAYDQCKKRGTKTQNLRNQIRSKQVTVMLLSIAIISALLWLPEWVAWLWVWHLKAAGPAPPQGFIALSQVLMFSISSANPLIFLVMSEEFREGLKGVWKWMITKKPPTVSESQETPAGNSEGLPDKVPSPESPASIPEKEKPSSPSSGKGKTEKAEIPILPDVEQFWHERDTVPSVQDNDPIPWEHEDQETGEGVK
MITF inh – blocks human microphthalmia-associated transcription factor; inhibition, % at 2.6 µM; O75030; AlphaScreen MITF homodimerization, bead proximity signal; AID 1259374; 650,000 compounds, 0.91% hits; in the data active = inhibition above about 50%;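 note: 0% = vehicle wells with protein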
Target sequence (O75030 whole entry, looked up): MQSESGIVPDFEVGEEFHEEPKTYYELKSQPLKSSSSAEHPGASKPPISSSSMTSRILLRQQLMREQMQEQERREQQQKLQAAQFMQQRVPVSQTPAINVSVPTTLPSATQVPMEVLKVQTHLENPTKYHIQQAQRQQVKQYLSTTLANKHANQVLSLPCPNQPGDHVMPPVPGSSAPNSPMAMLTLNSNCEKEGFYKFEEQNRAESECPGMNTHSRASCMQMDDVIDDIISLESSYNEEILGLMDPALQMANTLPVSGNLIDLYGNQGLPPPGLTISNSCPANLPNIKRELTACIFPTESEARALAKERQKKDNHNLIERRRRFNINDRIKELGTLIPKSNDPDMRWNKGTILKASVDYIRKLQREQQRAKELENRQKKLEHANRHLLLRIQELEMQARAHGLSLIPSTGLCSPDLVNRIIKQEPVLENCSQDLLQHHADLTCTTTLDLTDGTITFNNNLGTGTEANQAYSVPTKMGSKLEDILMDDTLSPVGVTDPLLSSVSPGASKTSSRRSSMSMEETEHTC
FBW7 act – activators of human E3 ligase FBW7; AID 1259310; 650,000 compounds, 0.13% hits; AlphaScreen FBW7–phospho-cyclin E peptide binding, activator screen; normalized activity (activation), % at 26.1 µM; in the data active = normalized activity above about 1.9%;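 note: purified mutant Fbw7 with reduced substrate affinity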
An asterisk follows results filed as active; / = no result given.

SMILES	TEAD-YAP inh	GPR151 activ	MITF inh	FBW7 act
COC(=O)CN1C(=O)C(C)(C)Oc2ccc(C(=O)Nc3ccc(F)c(Cl)c3)cc21	-11.9	1.1	-5.6	0.0
O=C(NCC1CCCO1)c1ccc2c(=O)n(Cc3ccc(Cl)cc3)c(=S)[nH]c2c1 (configuration not stated)	0.1	-1.2	13.3	1.0
O=C(c1ccc(Sc2ncn[nH]2)c([N+](=O)[O-])c1)N1CCN(c2ccc(O)cc2)CC1	-8.9	-0.3	8.5	0.0
O=C(Oc1ccc(C(=S)N2CCOCC2)cc1)c1ccc([N+](=O)[O-])cc1[N+](=O)[O-]	3.7	1.4	-8.1	-0.6
CCOCCn1c(=O)c2c(nc3n(Cc4ccccc4)c(C)cn23)n(C)c1=O	-3.2	4.8	-5.5	0.1
CCOc1ccc(CN2CCNC(=O)C2CC(=O)NCc2ccccc2C)cc1 (configuration not stated)	3.1	1.0	5.6	0.0
Cn1nc(CC(=O)Nc2ccc(OC(=O)c3ccccc3)cc2)c2ccccc2c1=O	7.5	-0.1	25.2	0.4
O=C(Nc1cccc(Cl)c1N1CCN(c2ccccn2)CC1)c1ccc(Br)o1	-8.1	-1.7	4.3	0.2
Cc1ccccc1CC1(CO)CCCN(Cc2ccncc2)C1 (configuration not stated)	2.8	5.3*	1.4	0.0
O=C(Nc1ccc(F)c(F)c1F)c1ccc(S(=O)(=O)C(F)F)cc1	-33.5	-1.3	-6.7	-0.1
COc1ccc(CCN(C)C2CCCN(C(=O)CCSC)C2)cc1OC (configuration not stated)	2.0	-1.8	-7.5	0.0
CC(C)C(=O)Nc1ccc(C(=O)NNC(=O)COc2ccc([N+](=O)[O-])cc2)cc1	1.2	-0.1	0.3	0.4
CN1C(=O)C(C)(C)c2cc(S(=O)(=O)N3CCCC(C(=O)N4CCCCC4)C3)ccc21 (configuration not stated)	-7.5	-1.2	4.9	0.8
COc1ccc(NC(=O)CSc2ccc3nnc(-c4ccc(F)cc4)n3n2)cc1OC	0.4	-1.0	8.8	0.0
COCCCNCCOCCOc1cccc2ccccc12	1.2	0.7	33.3	0.1
Cc1nn2c3ccccc3n(C)c2c1C(=O)CN1CCOCC1	-26.1	-0.2	18.8	0.6
CC(C)C(NC(=O)c1ccccc1NC(=O)C(C)(C)C)C(=O)N1CCOCC1 (configuration not stated)	0.2	1.5	-1.9	0.1
O=C1c2cccnc2C(Nc2ccccc2)N1Cc1cccs1 (configuration not stated)	-3.2	-0.7	6.7	0.9
CCOC(=O)CNC(=O)N1CCc2nc(-c3ccccc3)nc(N3CCCCCC3)c2C1	-1.4	1.7	2.7	0.1
CCOCCc1nnc(NC(=O)C(CC)c2ccccc2)s1 (configuration not stated)	2.9	4.5	13.4	0.0
CCOC(=O)c1ccccc1NC(=O)COc1ccccc1Br	-14.8	0.8	-6.9	0.3
COc1ccc(C(C)(C)C)cc1NC(=O)CSc1cccc[n+]1[O-]	-3.5	0.6	5.1	0.1
COC(=O)CSc1nnc(-c2cccs2)n1Cc1ccccc1	-2.9	0.2	5.7	-0.1
COc1ccccc1/C=C/c1nn2c(COc3ccccc3)nnc2s1	-5.0	1.2	-10.1	1.2
CCS(=O)(=O)N(c1ccc(Cl)cc1)S(=O)(=O)c1ccc(Cl)c([N+](=O)[O-])c1	6.0	-1.9	7.2	0.3

Single entries from the results shown.
Cn1nc(CC(=O)Nc2ccc(OC(=O)c3ccccc3)cc2)c2ccccc2c1=O in MITF inh reads 25.2
O=C1c2cccnc2C(Nc2ccccc2)N1Cc1cccs1 (configuration not stated) in GPR151 activ reads -0.7
O=C(Oc1ccc(C(=S)N2CCOCC2)cc1)c1ccc([N+](=O)[O-])cc1[N+](=O)[O-] in FBW7 act reads -0.6
CCOCCc1nnc(NC(=O)C(CC)c2ccccc2)s1 (configuration not stated) in FBW7 act reads 0.0

(cont.)
SMILES	TEAD-YAP inh	GPR151 activ	MITF inh	FBW7 act
O=C(Cc1cc(=O)[nH]c(=O)[nH]1)NCCC1=CCCCC1	0.5	0.7	13.5	0.1
CN(C)CCNCC(=O)Nc1ccc(CN2CCCCC2)cc1	3.5	-0.1	94.5*	-0.1
C=CCn1c(=O)c(C(=O)Nc2ncccn2)c(O)c2ccccc21	3.2	3.6	-0.7	0.1
COc1ccc(OC)c(C(=O)COC(=O)c2ccccc2)c1	-5.1	0.7	-9.6	0.1
COc1ccccc1/C=C1/SC(N2CCCC(C)C2)=NC1=O (configuration not stated)	-36.5	0.1	0.6	0.1
Cc1ccc(N2C(N)=C(C#N)C(c3cc(Br)cs3)C3=C2CC(C)(C)CC3=O)cc1 (configuration not stated)	11.2	1.5	13.6	0.0
COc1cc(CNc2ccc(-c3cccc(C=O)c3)cn2)cc(OC)c1OC	-25.6	0.5	3.4	-0.3
Fc1ccc(-c2cnc(Nc3ccc(N4CCOCC4)cc3)c3nccn23)cc1	2.9	0.6	2.7	0.0
CC(C)n1c(N2CCc3ccccc3C2)nc2c(NCc3cccc(C(F)(F)F)c3)ncnc21	-15.5	-1.8	11.8	0.1
O=C(CSc1nnnn1-c1ccccc1)Nc1ccc(Cl)c(C(=O)O)c1	8.4	0.1	15.1	0.2
Cc1cccc(C2C3(C#N)C(N)=NC4(OCCO4)C23C#N)c1 (configuration not stated)	7.2	-0.9	18.4	-0.1
CC1(C)CC(=O)c2sc(NC(=O)c3cccc(Br)c3)nc2C1	-63.9	-4.4	-2.5	-0.1
O=c1oc2ccc([N+](=O)[O-])cc2cc1-c1nc2ccccc2c(=O)[nH]1	0.8	-0.4	-0.9	-0.1
COc1cn(CC(=O)Nc2cccc3ccccc23)c(CSc2nccn2C)cc1=O	-8.2	-0.6	5.9	0.1
Cc1ccc(N2C(=O)/C(=C/c3ccc(N(C)C)cc3)N=C2c2cccc(C)c2)cc1	12.4	-0.4	5.3	0.0
N#C/C(=C/c1ccc(OCC(=O)O)cc1)C(=O)Nc1ccccc1	-4.0	0.1	-7.9	-0.2
O=C(NCC1Cc2c(F)ccc(-c3ncccn3)c2O1)c1ccc(-c2ccco2)cc1 (configuration not stated)	-28.3	1.6	-7.1	-0.3
Cc1ccc(/C=N/NC(=O)C2CC23CCC3)cc1 (configuration not stated)	-22.5	-0.6	-2.0	0.1
Cc1cccn2c(CN[C@H]3CCCCNC3=O)c(C(=O)N3CCCCC3)nc12	-1.6	-1.7	13.5	0.1
Cc1ccc(CCC2Nc3ccccc3C(c3ccccc3)(c3ccccc3)O2)o1 (configuration not stated)	0.1	-1.9	11.2	0.1
Cc1cccc(OCC(=O)Nc2ccc(-c3cn[nH]c3)cc2)c1	-5.4	0.3	-3.0	-0.1
O=C(NCCn1ncc2c(=O)n(Cc3ccccc3)cnc21)C1CC1	-8.9	4.2	-2.1	0.0
O=C(CN1CCN(Cc2ccccc2)CC1)c1ccc2cc[nH]c2c1	4.5	0.4	6.2	0.8
COC(=O)c1ccc(NC(=O)CSc2ccc3nnc(-c4ccc(C)cc4)n3n2)cc1	-11.2	1.3	-4.4	0.0
C=CCNC(=O)CC1C(=O)NCCN1Cc1cc(OC)cc(OC)c1 (configuration not stated)	1.9	1.9	-0.1	0.0
SMILES	TEAD-YAP inh	GPR151 activ	MITF inh	FBW7 act
O=C(Nc1ccccc1)c1cccc(-c2csc3ccccc23)n1	-3.3	2.5	7.6	0.1
Cc1nc2c3ccccc3nc(NNC(=O)CCC(=O)NCc3ccc4c(c3)OCO4)n2n1	7.6	0.4	8.9	0.1
O=C(Nc1nnc(Cc2ccc(Cl)s2)o1)C1CCCCC1	-4.2	0.3	5.9	-0.4
C=CCNC(=O)CC(=O)N/N=C/c1ccc([N+](=O)[O-])cc1	-6.4	1.4	10.0	-0.1
O=C(/C=C/c1ccc(Cl)c(Cl)c1)NC1CC1	-30.1	0.6	11.1	0.1
CC1(C)COCN1C(=O)c1cc2c(=O)n3ccccc3nc2s1	-39.1	-0.1	8.9	0.1
COc1ccc(-c2cc(C(=O)Nc3sc4c(c3C(N)=O)CCCC4)no2)cc1	-9.3	0.4	18.8	0.2
O=C(O)C1(c2cccc(Cl)c2)CCC1	8.2	-0.2	12.7	1.1
O=C1C(=O)N(CCN2CCOCC2)C(c2ccccc2)/C1=C(/O)c1ccc(S(=O)(=O)N2CCOCC2)cc1 (configuration not stated)	-9.9	-0.2	-15.3	-0.1
CC1(c2ccc([N+](=O)[O-])cc2)NC(=O)N(Cc2c(F)cccc2Cl)C1=O (configuration not stated)	5.4	2.5	16.0	0.0
CC(C)(Oc1ccc(Cl)cc1)C(=O)Nc1ccc(C(N)=O)cc1	1.0	2.8	-7.8	-0.3
COc1ccc(-c2nc3c(c4c2C[C@H](c2ccccc2)OC4)CN(S(=O)(=O)c2ccc(NC(C)=O)cc2)CC3)c(C)c1	/	-0.8	-8.1	0.5
COc1cc(C(=O)NC(C)c2ccccc2)c([N+](=O)[O-])cc1OC (configuration not stated)	7.2	-0.4	12.0	0.3
COc1ccc(OC)c(NC2CCCCC2OC)c1 (configuration not stated)	21.3	0.1	82.1*	0.5
CC12CCCCC1C2C(=O)N/N=C/c1ccccc1Cl (configuration not stated)	-5.5	-0.2	-3.9	0.2
COc1cc(/C=C2/NC(=O)NC2=O)cc(I)c1OC(C)=O	-11.0	-0.1	-4.7	-0.3
CC(CNS(=O)(=O)c1ccc(-n2cccn2)cc1)c1ccccc1 (configuration not stated)	-3.2	0.4	7.4	0.2
CCCCNC(=O)C(=O)Nc1ccc(C(C)(C)C)cc1	-14.4	0.8	3.3	-0.2
COc1ccc(/C=C2\C(=O)N(c3ccc(Br)cc3)N=C2C)cc1	17.8	-1.6	21.5	-0.3
CC12CC(NC(=O)N1c1cccc(C(F)(F)F)c1)c1cc([N+](=O)[O-])ccc1O2 (configuration not stated)	-4.8	-0.9	-12.1	-0.1
Cc1cc(CN2CCC(N3CCC(C(=O)NC4CC4)CC3)CC2)cc(C)c1O	-1.1	-1.6	9.0	0.0
CCOC(=O)c1c(C)oc2c1c1c(c3ccccc32)OCN(CCC(=O)O)C1	-52.5	-1.0	4.8	-0.2
CC(=O)NNC(=O)CSc1nnc(C)n1CC1CCCO1 (configuration not stated)	7.7	-1.0	3.3	0.0
Cc1ccc(NC(=O)c2c(O)c3ccccc3[nH]c2=O)cc1C	-2.9	0.7	4.6	0.2
CCCCNC(O)COc1ccccc1 (configuration not stated)	0.0	-0.2	-3.1	-0.2

Among those listed so far, 3 contain a tert-butyl group:
SMILES	TEAD-YAP inh	GPR151 activ	MITF inh	FBW7 act
CC(C)C(NC(=O)c1ccccc1NC(=O)C(C)(C)C)C(=O)N1CCOCC1 (configuration not stated)	0.2	1.5	-1.9	0.1
COc1ccc(C(C)(C)C)cc1NC(=O)CSc1cccc[n+]1[O-]	-3.5	0.6	5.1	0.1
CCCCNC(=O)C(=O)Nc1ccc(C(C)(C)C)cc1	-14.4	0.8	3.3	-0.2

Next section
SMILES	TEAD-YAP inh	GPR151 activ	MITF inh	FBW7 act
COc1ccc(-c2nc3ccc(C(=O)NCC(OC)OC)cc3nc2-c2ccc(OC)cc2)cc1	10.5	2.3	-5.6	0.3
CCOc1cccc2c1OC1(C)C(C(=O)Nc3ccc(C)cc3C)C2NC(=S)N1c1cccc(Cl)c1 (configuration not stated)	-1.3	1.7	14.6	-0.1
CCCCNC(=O)OC(C)CNC(=O)Oc1cccc(C)c1 (configuration not stated)	6.4	1.6	14.6	0.1
CNC(=O)c1ccsc1NC(=O)c1ccc(OC)cc1OC	12.6	-0.3	-6.4	-0.2
O=[N+]([O-])c1cccc(C(c2nnnn2-c2cccc(Cl)c2)N2CCOCC2)c1 (configuration not stated)	-1.8	0.1	5.0	0.3
CC(C)(C)OCC(O)CN1C(C)(C)CC(O)CC1(C)C (configuration not stated)	4.1	2.9	1.8	0.0
COc1ccc(S(=O)(=O)N(CC(=O)Nc2ccc(Cl)cc2)c2ccc(C)cc2)cc1OC	7.5	0.2	2.9	-0.1
O=C(NCC1CCC2(CCN(Cc3ccc4c(c3)OCO4)CC2)O1)c1cccnc1 (configuration not stated)	7.6	0.0	7.1	0.1
Cc1ccc2oc(-c3cccc(NC(=O)c4cc(I)ccc4Cl)c3C)nc2c1	5.6	0.9	4.5	-0.1
Cc1cc2c(cc3c(=O)n(CC(=O)N4CCc5ccccc54)ncn32)s1	1.6	1.0	-1.4	0.5
Cc1ccc(OC(=O)N[C@H]2C[C@H]3C(=O)N4CCC[C@@H]4C(=O)N3C2)cc1	-11.5	-2.0	-6.8	0.1
COc1ccc(C)c2sc(=NC(=O)c3cccc(S(C)(=O)=O)c3)n(C)c12	-29.7	-1.4	0.6	-0.2
CCN(CC)S(=O)(=O)c1cc(C(=O)Oc2cccc(NC(=O)c3ccccc3)c2)ccc1C	28.3	-1.4	-0.5	-0.2
O=C(CCCn1nc(-c2ccccc2)c2ccccc21)NCc1ccccn1	3.4	7.6*	7.3	-0.3
CC(=Nc1ccccc1O)C1=C(O)CSC1=O	-11.5	1.1	-1.7	0.0
O=S(=O)(c1cccs1)N1CCN(Cc2nc(-c3ccccc3)cs2)CC1	-16.2	1.0	2.8	0.1
CC(=O)Nc1ccc(Nc2nc(N3CCCC3CO)nc3c2ncn3-c2ccccc2)cc1 (configuration not stated)	16.3	2.0	11.3	-0.1
CCN(CC)C(=O)CSc1nc2cc3c(cc2c(=O)n1Cc1ccco1)OCO3	11.0	-0.8	1.5	0.1
CCOC(=O)CNC(=S)N(CCCN1CCCCCC1)Cc1cccs1	-2.8	0.6	-1.5	0.1
O=S(=O)(c1ccc(Cl)cc1)n1nc(C(F)(F)F)c2cnccc21	5.9	3.5	2.7	0.0

Rewritten bar-delimited: entries from further up
smiles | TEAD-YAP inh | GPR151 activ | MITF inh | FBW7 act
CCN(CC)C(=O)CSc1nc2cc3c(cc2c(=O)n1Cc1ccco1)OCO3 | 11.0 | -0.8 | 1.5 | 0.1
CCOC(=O)CNC(=S)N(CCCN1CCCCCC1)Cc1cccs1 | -2.8 | 0.6 | -1.5 | 0.1
